Compound activity deposited in PubChem BioAssay by National Center for Advancing Translational Sciences (NCATS).
D2 agonist = agonists of human D2 dopamine receptor; HEK293 T-REx D2 cells, calcium flux agonist mode; activation, % at 2 µM; 340,000 compounds, 0.53% hits; P14416;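 active means activation over 3 SD above normal in the single-dose calcium agonist read, cut at about 30% in these data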; further: 0% is about no effect
Target sequence (P14416 whole entry, looked up): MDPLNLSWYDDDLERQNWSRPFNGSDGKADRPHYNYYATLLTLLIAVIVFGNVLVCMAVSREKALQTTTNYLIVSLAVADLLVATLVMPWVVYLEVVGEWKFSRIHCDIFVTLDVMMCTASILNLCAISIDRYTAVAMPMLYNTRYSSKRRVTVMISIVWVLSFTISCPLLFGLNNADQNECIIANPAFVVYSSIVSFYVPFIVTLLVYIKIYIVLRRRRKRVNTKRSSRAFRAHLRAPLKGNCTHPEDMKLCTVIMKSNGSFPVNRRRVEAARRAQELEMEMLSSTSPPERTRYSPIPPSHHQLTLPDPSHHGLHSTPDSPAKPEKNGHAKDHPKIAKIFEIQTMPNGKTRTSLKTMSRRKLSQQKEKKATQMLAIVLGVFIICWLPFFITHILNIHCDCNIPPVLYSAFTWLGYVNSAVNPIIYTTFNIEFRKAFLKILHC
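Agonism is scored from calcium flux in a force-coupled, inducible HEK293 cell line expressing D2, read kinetically for 180 s after compound addition against dopamine controls.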
TRHR ag = agonists of human TRH receptor; P34981; TRHR cells, calcium flux fluo-8, FDSS agonist mode; activation, % at 2 µM; 360,000 compounds, 0.18% hits; AID 493084; in the data active means activation above about 30%; further: 0% is about no effect
Target sequence (P34981 whole entry, looked up): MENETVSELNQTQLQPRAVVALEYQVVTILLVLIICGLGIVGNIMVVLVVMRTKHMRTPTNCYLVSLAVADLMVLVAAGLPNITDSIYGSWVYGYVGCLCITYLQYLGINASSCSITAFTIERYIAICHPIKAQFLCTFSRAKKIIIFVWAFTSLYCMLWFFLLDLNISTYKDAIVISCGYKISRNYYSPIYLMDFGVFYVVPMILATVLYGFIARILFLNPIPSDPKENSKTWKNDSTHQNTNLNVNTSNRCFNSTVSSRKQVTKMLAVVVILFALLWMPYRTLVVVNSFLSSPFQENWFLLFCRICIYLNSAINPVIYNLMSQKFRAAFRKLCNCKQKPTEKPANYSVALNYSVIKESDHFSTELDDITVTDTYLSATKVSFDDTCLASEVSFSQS
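In this calcium-flux screen, cells bearing human TRHR are dye-loaded with fluo-8, baselined for 10 cycles, then exposed to library compounds; positive kinetic calcium responses during the agonist phase mark hits, with TRH as control.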
TrxR1 inh = blocks rat thioredoxin reductase 1; 390,000 compounds, 1% hits; AID 588453; Potency, µM (top dose mostly 114 µM), inactives show at the highest dose activity change, negative = inhibition, most hits filed as inhibitors; recombinant rTrxR1, NADPH fluorescence consumption, selenite substrate; further: potency means the concentration at half of the fitted maximal effect; on the % scale 0 is the no-effect control and ±100 the full control effect; nearly all actives have a fitted effect of over 65% in size
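Rat TrxR1 (90 nM in the dispensed reagent) was pre-reduced with 400 uM NADPH for 5 min at room temperature, then incubated with compound for 15 min. After 400 uM selenite was added, NADPH fluorescence (Ex 340/Em 450 nm) was followed for 8 min.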
D2 antag = antagonists of human D2 dopamine receptor. 340,000 compounds, 2% hits. inhibition, % at 10 µM. P14416. HEK293 TREx D2 cells, calcium flux, dopamine EC80; in the data active means inhibition above about 30%; further: 0% is about no effect
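Antagonism is scored as inhibition of an EC80 dopamine-evoked calcium signal in a force-coupled, tetracycline-inducible HEK293 T-REx D2 line, with compound present 180 s before agonist.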
TRHR enhancer = allosterically enhances the human TRH receptor; enhancement, % at 2 µM; P34981; TRHR cells, fluo-8 calcium fluorescence, EC20 TRH enhancement; 360,000 compounds, 0.66% hits; in the data active means enhancement above about 30%; further: 0% is about no effect
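Enhancer read-out: after compound pinning and an initial kinetic agonist-mode read, an EC20 of TRH (10 nM final) was injected and fluo-8 calcium signal (Ex 480/Em 530) followed at 1 s/cycle for 100 cycles in TRHR-expressing cells.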
TrxR1 substrate = is turned over as a substrate by rat TrxR1; O89049; Potency, µM (series often up to 114 µM), inactives show at the highest dose activity change, negative = substrate turnover; 390,000 compounds, 0.01% hits; AID 588456; purified TrxR1 substrate turnover, NADPH consumption readout; further: potency means the concentration at half of the fitted maximal effect; on the % scale 0 is the no-effect control and ±100 the full control effect; nearly all actives have a fitted effect of over 50% in size
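Rat TrxR1, dispensed at 90 nM, was prereduced with 400 uM NADPH (final) for 5 min at ~22 deg C, then incubated with compound 15 min before 400 uM selenite. A first-read NADPH fluorescence drop versus no-compound background flagged substrates.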
USP1-UAF1 inh = USP1/UAF1 (human) deubiquitinase inhibition | O94782 | recombinant USP1/UAF1, Ub-Rhodamine cleavage fluorescence | Potency, µM (series often up to 57.1 µM), without a hit: at the top dose activity change, negative = inhibition, actives largely listed as inhibitors | 390,000 compounds, 0.23% hits; further: potency means the concentration at half of the fitted maximal effect; on the % scale 0 is the no-effect control and ±100 the full control effect; nearly all actives have a fitted effect of over 60% in size; inactives centre near -12
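Step one: compound is pinned into 1nM USP1/UAF1 in HEPES pH 7.8 buffer with TCEP. Step two: 15 min room-temperature incubation. Step three: Ub-Rho (150nM final) starts cleavage, tracked by fluorescence over six one-minute reads.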
Pin1 inhibitor = blocks the human prolyl isomerase Pin1; Pin1 FP peptide displacement, HiFluor488, 10 min; Potency, µM (top dose mostly 115 µM), for inactives: top-dose activity, negative = inhibition, hits mostly inhibitors; 390,000 compounds, 0.009% hits; active means well fitted inhibition curve with a large enough effect in the polarisation, with a control signal flat, not every such curve was filed as active; inconclusive means small, poorly fitted or top-dose-only effect, or effect the other way, or a change in a side signal; inactive means no such curve, though single readings can be large or run the other way; the % refers to the polarisation; further: potency means the concentration at half of the fitted maximal effect; on the % scale 0 is the no-effect control and ±100 the full control effect
Target sequence (Q13526 whole entry, looked up): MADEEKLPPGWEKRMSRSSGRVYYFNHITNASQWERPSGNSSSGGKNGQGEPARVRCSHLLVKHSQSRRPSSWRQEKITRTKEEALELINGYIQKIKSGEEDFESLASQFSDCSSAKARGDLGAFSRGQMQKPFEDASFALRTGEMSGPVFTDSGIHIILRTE
IDH1 R132H inh = inhibitors of human mutant IDH1 R132H; IDH1-R132H enzyme, NADPH consumption, diaphorase/resazurin fluorescence; Potency, µM (highest dose often 76.6 µM), without a hit: at the highest dose activity change, negative = inhibition, most hits filed as inhibitors; 390,000 compounds, 0.093% hits; further: potency means the concentration at half of the fitted maximal effect; on the % scale 0 is the no-effect control and ±100 the full control effect; nearly all actives have a fitted effect of over 65% in size
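IDH1-R132H (0.5 ug/mL dispensed) in pH 7.5 Tris buffer was preincubated 30 min with compound, then given a substrate mix of 0.016 mM NADPH and 2 mM alpha-KG for 80 min at room temperature; remaining NADPH was read by diaphorase/resazurin fluorescence.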
Active calls of the source: *; ? = inconclusive; / = no result given; [ ] = dose if it differs, or a comment. Unless noted, the call rests on the fitted dose curve; in most records, active means well fitted inhibition curve with a large enough effect; inconclusive means small, poorly fitted or top-dose-only effect; inactive means no such curve, though single readings can be large or run the other way. This is a subset. The share of hits here may be higher or lower than overall.

cpd	mol	Pin1 inhibitor	TRHR enhancer	TRHR ag	D2 antag	TrxR1 substrate
1	COc1cc(/C=N/N=C(/C(=O)c2ccccc2)c2ccccc2)cc(OC)c1O	-7.7%	2.8	-0.4	0.2	-8.7%
2	COc1ccc(C(=O)CC(=O)C(=O)Nc2ccc(OC)c(Cl)c2)cc1	21.9%	4.9	-0.5	18.8	-18.2%[57.1 µM]
3	Cc1cccc(/C=C/C(=O)c2ccc([N+](=O)[O-])o2)c1	-1.9%	0.4	-0.2	5.4	0.7%
4	Cc1nc2cc(S(=O)(=O)N(C)C)ccc2n1-c1ccccc1	-1.1%	3.5	0.2	-6.0	7.2%[57.1 µM]
5	COCCCNC(=O)C(=O)NCCCOC(C)C	1.8%	-1.1	0.1	/	-0.1%
6	C=CCn1c(=O)c2ccccc2n2c(SCc3cc(=O)n4ccsc4n3)nnc12	0.0%	2.4	-0.5	-5.1	-5.8%
7	CC(CCc1ccccc1)NC(=O)Cn1c(=O)nc(-c2ccccc2F)c2cc(Cl)ccc21 (stereo unspecified)	27.9%	-1.2	-0.6	/	3.5%[57.1 µM]
8	CC1CN(S(=O)(=O)c2cccc(C(=O)OCc3cc(=O)oc4cc(O)ccc34)c2)CC(C)O1 (stereo unspecified)	2.2%	1.7	0.4	-7.8	13.1%
9	O=C(c1cc(-c2ccccc2)nn1-c1ccccc1)N1CCN(S(=O)(=O)c2c(F)cccc2F)CC1	-6.9%	-2.6	0.2	7.6	0.8%
10	COc1ccc(C(C(=O)NC2CCCC2)N(C(=O)c2ccco2)c2ccc(OC)c(OC)c2)cc1 (stereo unspecified)	-0.4%	3.2	0.5	6.1	-6.9%

cpd	USP1-UAF1 inh	IDH1 R132H inh	TrxR1 inh	D2 agonist
1	-19.0%	-14.7%	-8.9%	0.4
2	-15.2%	1.7%	12.4%[57.1 µM]	1.7
3	?	4.47µM*	1.26µM*	0.2
4	-7.4%	3.5%	6.1%[57.1 µM]	1.3
5	0.5%	6.1%	4.4%	/
6	-13.0%	8.8%	5.4%[57.1 µM]	-1.2
7	1.9%	-11.1%	8.0%[57.1 µM]	-0.6
8	-10.0%	3.6%	-7.5%	-1.3
9	-12.9%	-2.2%	20.7%	1.0
10	-7.8%	-3.1%	-5.9%[57.1 µM]	0.2

Continuation.
cpd	mol	Pin1 inhibitor	TRHR enhancer	TRHR ag	D2 antag	TrxR1 substrate
11	Cc1cc(C)c(S(=O)(=O)N2CCN(C(=O)C3COc4ccccc4O3)CC2)c(C)c1 (stereo unspecified)	11.3%	36.4*	0.2	-5.1	1.5%
12	COc1ccc2c(c1)c(=O)oc1c(C)c(OCc3cc(C(=O)O)oc3C)ccc12	?	7.3	-0.2	-4.7	95.0%[activator]
13	CCOC(=O)c1[nH]c(C)c(C(=O)N(C)Cc2ccccc2)c1C	-2.0%	4.7	-1.1	-10.8	3.4%
14	Cc1cc(Cl)c(S(N)(=O)=O)cc1OCC(=O)NC1CCCCC1	-5.4%	2.3	-0.1	5.7	0.6%
15	CC(=O)Nc1ccc(OCCOc2ccc([N+](=O)[O-])cc2)cc1	0.7%	9.9	-1.8	19.9	4.9%[57.1 µM]
16	CC(Oc1ccc(F)cc1)C(=O)N1CCC(c2nc3ccccc3s2)CC1 (stereo unspecified)	1.1%	-0.7	1.0	/	-3.3%
17	COC(C/C=C/[C@@H](O)[C@H](C)OCc1ccccc1)OC	0.5%	/	/	/	0.8%
18	COc1ccc(Nc2nc(N)c3cc(OC)c(OC)cc3n2)cc1	-0.1%	18.7	-0.3	/	0.3%
19	CCCn1c(SCC(=O)Nc2ccc(OC)cc2[N+](=O)[O-])n[nH]c1=O	9.5%	4.2	-0.7	2.3	-16.4%
20	Cc1c(C(c2ccc(Br)cc2)c2c(C)n(C)n(-c3ccccc3)c2=O)c(=O)n(-c2ccccc2)n1C	7.5%	-9.8	-0.9	-18.4	-9.6%[57.1 µM]

cpd	USP1-UAF1 inh	IDH1 R132H inh	TrxR1 inh	D2 agonist
11	-18.4%	-6.0%	5.8%	0.8
12	-17.0%	-1.0%	-13.1%	-4.0
13	-19.1%	0.0%	6.3%	0.5
14	-7.6%	5.2%	8.6%	0.3
15	0.0%	0.0%	14.1%[2.29 µM]	-1.1
16	-21.7%	11.7%	13.4%	-0.5
17	-10.5%	-0.7%[38.3 µM]	2.3%	/
18	1.7%	-12.4%	8.4%	0.3
19	-5.2%	-1.2%	-3.1%[57.1 µM]	0.5
20	?	3.3%	4.3%[57.1 µM]	-2.3

Compounds shown so far containing a furan ring, fused or not, in the order listed:
cpd	mol	Pin1 inhibitor	TRHR enhancer	TRHR ag	D2 antag	TrxR1 substrate
3	Cc1cccc(/C=C/C(=O)c2ccc([N+](=O)[O-])o2)c1	-1.9%	0.4	-0.2	5.4	0.7%
10	COc1ccc(C(C(=O)NC2CCCC2)N(C(=O)c2ccco2)c2ccc(OC)c(OC)c2)cc1 (stereo unspecified)	-0.4%	3.2	0.5	6.1	-6.9%
12	COc1ccc2c(c1)c(=O)oc1c(C)c(OCc3cc(C(=O)O)oc3C)ccc12	?	7.3	-0.2	-4.7	95.0%[activator]

cpd	USP1-UAF1 inh	IDH1 R132H inh	TrxR1 inh	D2 agonist
3	?	4.47µM*	1.26µM*	0.2
10	-7.8%	-3.1%	-5.9%[57.1 µM]	0.2
12	-17.0%	-1.0%	-13.1%	-4.0

Continuation.
cpd	mol	Pin1 inhibitor	TRHR enhancer	TRHR ag	D2 antag	TrxR1 substrate
21	Cc1ccccc1-c1nnc(SCc2ccccc2F)o1	20.7%	0.4	-0.4	-4.9	1.9%[57.1 µM]
22	COc1ccc(C(=O)NC2CCSC2=O)cc1 (stereo unspecified)	1.3%	0.9	0.1	11.5	11.4%[57.1 µM]
23	COc1ccccc1C(=O)NC1(C(F)(F)F)NC(=O)N(CCc2ccccc2)C1=O (stereo unspecified)	0.2%	-1.5	0.4	/	-5.0%
24	CN(C)CCCN(C(=O)c1cccs1)c1nc2cc3c(cc2s1)OCO3	-6.4%	7.1	4.6	-7.0	-10.7%
25	COc1ccc(-n2c(=O)c3c4c(sc3n(Cc3cc(=O)n5c(C)cccc5n3)c2=O)CCC4)c(OC)c1	60.9%[activator]	-3.4	2.1	/	2.2%
26	C/C(CCc1ccc2c(c1)OCO2)=N\N=C1\NC(=O)CC(C(=O)Nc2ccc(Cl)cc2)S1 (stereo unspecified)	-7.1%	-0.9	1.2	-6.0	4.5%[57.1 µM]
27	COc1ccc2cc(C#N)c(SCC(=O)N3CC(=O)Nc4ccccc43)nc2c1	9.7%	3.6	1.5	/	-1.4%
28	S=C(NCc1ccco1)N1CCN(C(c2ccccc2)c2ccccc2)CC1	14.6%	/	/	/	8.0%
29	N=c1sccn1CC(=O)Nc1ccc(S(N)(=O)=O)cc1	-2.7%	53.6*	0.7	1.8	7.4%
30	C=CCn1c(SCc2ccc(C(=O)Nc3ccccc3)cc2)nnc1-c1ccccc1	-4.8%	-1.2	-0.4	1.7	1.7%

cpd	USP1-UAF1 inh	IDH1 R132H inh	TrxR1 inh	D2 agonist
21	-9.7%	2.4%	-2.9%[57.1 µM]	0.2
22	-4.4%	5.7%	21.9%[57.1 µM]	-0.2
23	-13.0%	-5.7%	20.3%	0.2
24	-12.3%	2.5%	27.8%[57.1 µM]	0.6
25	-21.1%	16.8%	-2.0%	/
26	-16.1%	11.3%	14.0%[57.1 µM]	-0.1
27	-5.9%	5.0%	8.5%	/
28	-8.8%	-0.6%	28.0%	/
29	-9.3%	8.4%	-12.9%	0.4
30	-1.6%	2.5%	19.5%	-0.6

Next section.
cpd	mol	Pin1 inhibitor	TRHR enhancer	TRHR ag	D2 antag	TrxR1 substrate
31	COc1cccc(-n2cnc3cccc(N)c32)c1	-11.5%	-0.2	0.2	0.3	15.4%
32	O=C(c1cccc(S(=O)(=O)N2CCCCCC2)c1)N1CCN(c2ccccc2)CC1	15.2%	-4.2	-0.7	7.2	5.3%
33	O=C1CN(C(=O)COC(=O)c2cccc(OCc3ccccc3)c2)c2ccccc2N1	35.3%[activator]	4.3	0.7	4.7	9.9%[57.1 µM]
34	Cc1[nH]c2ccccc2c1C(=O)CSc1nc2ccccc2c(=O)n1-c1ccccc1F	/	0.1	0.4	-5.3	/
35	O=C(N/C(=C/c1cccc(Br)c1)c1nc(=S)[nH][nH]1)c1ccccc1	-0.8%	2.4	-0.6	/	7.1%[57.1 µM]
36	COc1ccc(-c2cc3ccc(O)cc3oc2=O)cc1	-1.9%	-4.1	0.5	2.7	290.5%[activator]
37	CN(C)/C=C/C(=O)c1cccc(Oc2ncccn2)c1	2.7%	-6.3	0.1	8.9	-8.5%
38	CCOC(=O)c1ccc(NC(=O)NC(C)C2CCCO2)cc1 (stereo unspecified)	0.9%	-6.9	0.7	-1.4	0.5%[57.1 µM]
39	O=S(=O)(NCCc1nnc2ccc(SCc3ccccc3Cl)nn12)c1ccccc1	-1.9%	-8.4	-0.1	/	5.7%
40	COc1ccc(/C=N/NC(=O)C(=O)NCc2cccnc2)cc1	1.9%	-0.9	-0.5	-1.9	-4.8%[57.1 µM]
41	Cc1cc(C)c(C#N)c(SCC(=O)Nc2ccccc2C)n1	-4.7%	-1.5	0.2	2.3	0.6%[57.1 µM]
42	CCOc1ccc(NC(=O)Cn2ncc3c2-c2cc(C)ccc2OC3)cc1	6.8%	-4.4	0.0	/	-0.5%

cpd	USP1-UAF1 inh	IDH1 R132H inh	TrxR1 inh	D2 agonist
31	-26.2%	7.5%	27.6%	0.7
32	-21.5%	-2.4%	26.7%	-0.5
33	-19.4%	1.6%	-6.4%[57.1 µM]	0.4
34	/	/	/	-0.2
35	-23.2%	-28.0%	6.2%[57.1 µM]	/
36	-15.9%	-1.0%	200.1%[activator]	1.4
37	-3.7%	-4.9%	-13.4%	-0.5
38	2.2%	10.3%	-5.7%[57.1 µM]	-0.4
39	-22.4%	?	12.9%	-0.1
40	-15.4%	10.3%	2.9%[57.1 µM]	1.7
41	-24.2%	7.3%	2.9%[57.1 µM]	-0.2
42	-16.0%	-34.4%	0.5%	0.0
